Screens: PubChem, several laboratories
NALP1 yeast inh: inhibitors of NALP1 inflammasome in yeast; S. cerevisiae NALP1/ASC/caspase-1 growth, X-gal OD620, 72 h; inhibition, % at 10 µM; actives 0.61% (n = 280,000); in the data active = inhibition mostly above about 24%, no sharp cut-off; inactive = mostly below about 32%; note: some compounds called inactive have numbers as strong as hits
M18AAP inhibitor: blocks P. falciparum M18 aspartyl aminopeptidase. recombinant PfM18AAP, H-Glu-NHMec fluorogenic cleavage. AID 1822. inhibition, % at 7.35 µM. actives 1.2% (n = 290,000);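 active = inhibition above the campaign mean inhibition over all tested compounds plus 3 SD, cut at about 28% in these data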;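 note: 0% = plate median of test compound wells and 100% = 2 mM ZnCl2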
VIM-2 inh: blocks Pseudomonas aeruginosa VIM-2 metallo-beta-lactamase | purified VIM-2, nitrocefin hydrolysis, epi-absorbance fluorescence | actives 0.89% (n = 290,000) | inhibition, % at 5.6 µM | AID 1527;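 active = inhibition above the mean of all tested compounds plus 3 SD, cutoff set per screening run, cut at about 7.5% in these data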;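 note: red hydrolysis product quenches plate fluorescence so inhibitors raise well fluorescence; 0% = enzyme with DMSO and 100% = DMSO without enzyme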
IDE inh: inhibits human insulin-degrading enzyme in HEK cells; FAbetaB cleavage, fluorescence polarization; inhibition, % at 5.59 µM; actives 0.41% (n = 320,000);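 active = percent inhibition above the average of all tested compounds plus 3 SD, set per screening campaign, cut at about 16% in these data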;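 note: IDE supplied by intact live HEK cells; FP after avidin binding of uncleaved biotin substrate so inhibition keeps polarization high; 0% = DMSO wells and 100% = 60 µM reference IDE inhibitor Ii1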
Target sequence (P14735 whole entry, looked up): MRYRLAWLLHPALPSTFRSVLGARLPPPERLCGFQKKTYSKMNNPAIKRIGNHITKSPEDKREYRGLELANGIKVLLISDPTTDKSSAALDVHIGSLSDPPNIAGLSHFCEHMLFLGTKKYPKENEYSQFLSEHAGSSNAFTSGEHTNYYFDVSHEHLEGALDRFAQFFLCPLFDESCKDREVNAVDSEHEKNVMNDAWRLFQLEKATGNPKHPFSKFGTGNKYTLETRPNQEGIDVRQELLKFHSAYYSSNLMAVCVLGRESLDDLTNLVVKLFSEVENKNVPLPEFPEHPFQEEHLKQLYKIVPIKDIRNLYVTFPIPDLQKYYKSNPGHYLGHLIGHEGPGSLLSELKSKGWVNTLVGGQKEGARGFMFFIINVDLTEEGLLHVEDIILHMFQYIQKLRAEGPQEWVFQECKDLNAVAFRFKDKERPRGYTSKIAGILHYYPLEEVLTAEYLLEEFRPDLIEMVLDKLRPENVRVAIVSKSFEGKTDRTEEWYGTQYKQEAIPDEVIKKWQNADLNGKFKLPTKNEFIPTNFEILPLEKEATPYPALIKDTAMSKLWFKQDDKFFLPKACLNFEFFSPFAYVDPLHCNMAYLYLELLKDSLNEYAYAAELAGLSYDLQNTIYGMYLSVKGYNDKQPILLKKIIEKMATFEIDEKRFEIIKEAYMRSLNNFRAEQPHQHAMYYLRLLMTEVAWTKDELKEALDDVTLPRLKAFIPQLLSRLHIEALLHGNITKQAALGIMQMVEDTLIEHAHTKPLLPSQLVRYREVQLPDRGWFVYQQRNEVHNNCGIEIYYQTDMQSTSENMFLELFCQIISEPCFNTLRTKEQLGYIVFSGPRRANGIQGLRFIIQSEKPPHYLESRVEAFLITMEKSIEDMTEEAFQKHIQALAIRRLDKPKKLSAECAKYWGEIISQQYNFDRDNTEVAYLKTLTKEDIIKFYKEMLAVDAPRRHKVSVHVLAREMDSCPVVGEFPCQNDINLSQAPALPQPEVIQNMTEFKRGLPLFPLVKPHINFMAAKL
IDE act: boosts human insulin-degrading enzyme activity in HEK cells; FAbeta-B cleavage, fluorescence polarization; 0% vehicle, 100% cell-free pure enzyme wells; activation, % at 5.96 µM; actives 0.073% (n = 340,000); AID 493087;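 active = activation above the mean of all tested compounds plus 3 SD, set per screening campaign, cut at about 17% in these data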
p-CIP stab down: p/CIP protein destabilization; Q05BA5; F442A p/CIP-EGFP cells, EGFP fluorescence, 16 h; decrease of EGFP signal, % at 10 µM; actives 0.01% (n = 290,000); AID 1984;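 active = EGFP signal decrease of at least 30% at 10 µM or well 3 SD below plate mean, unless failing retest; inactive = the rest, including hits failing retest or dose response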; note: some compounds called inactive have numbers as strong as hits; many of its hits are not listed in these tables
PHOSPHO1 inh: PHOSPHO1 (human) inhibition; Q8TCT1; inhibition, % at 13.3 µM; actives 1.1% (n = 290,000); recombinant PHOSPHO1, absorbance phosphatase assay; in the data active = inhibition above about 60%
GPR7 antag: blocks human GPR7 receptor signaling; P48145; GPR7-expressing cells, fluorescence antagonist assay; inhibition, % at 4.4 µM; actives 1.1% (n = 290,000); in the data active = inhibition above about 16%, passing the limit was not always enough;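 note: cells stimulated with the agonist NPW; 0% = agonist with vehicle and 100% = vehicle without agonist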
IMP-1 inhibitor: inhibitors of Pseudomonas aeruginosa IMP-1 metallo-beta-lactamase; actives 0.45% (n = 290,000); inhibition, % at 5.6 µM; purified IMP-1, nitrocefin hydrolysis, epi-absorbance fluorescence;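 active = inhibition above the mean plus 3 SD of all compounds in the same screening run, cut at about 4.5% in these data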;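 note: 0% = IMP-1 with DMSO and 100% = DMSO wells lacking enzyme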
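System: purified IMP-1; amount: IMP-1 0.2 nM before substrate addition; compound: single dose, 5.6 µM; times: 25 °C, 15 min preincubation, 25 min reaction; signal: Epi-absorbance via hydrolysed-nitrocefin quenching of white-plate fluorescence, 480/530 nm, EDTA stop; benchmarks: DMSO with and without IMP-1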
Numbers without * were called inactive; x = not tested or not shown.

NALP1 yeast inh	M18AAP inhibitor	VIM-2 inh	IDE inh	IDE act	p-CIP stab down	PHOSPHO1 inh	GPR7 antag	Compound	IMP-1 inhibitor
-1	-19	1.3	-2	4	1	4	-16	COc1nc(C)ccc1-c1noc(-c2ccncc2)n1	-2.1
16	1	1.4	7	-4	3	1	-6	O=C(CN1CCc2ccccc2C1)Nc1ccccc1N1CCCCCC1	-1.6
-7	0	1.4	0	2	1	7	-8	O=C(Nc1nc2ccc(S(=O)(=O)N3CCCCC3)cc2s1)c1ccncc1	-1.1
5	6	-3.6	4	5	-9	39	-1	Cc1cccc(N2CCN(CC(=O)NCc3ccccc3)CC2)c1C	-2.9
-2	1	-3.1	2	7	-11	-10	-13	O=C(CSc1ccc2c(c1)OCCO2)NCc1ccco1	-2.5
3	-2	-2.1	1	-1	-4	12	-16	CCc1cccc(NC(=O)C2CCCN(S(=O)(=O)c3ccc4[nH]c(=O)ccc4c3)C2)c1 (stereo not drawn)	-2.0
-2	-7	-3.3	3	0	-11	7	-6	COc1ccccc1NS(=O)(=O)N(C)C	-0.6
0	-6	2.5	-3	-1	-4	-13	15	COc1ccc(-n2c(=O)c3ccccc3n(CC(=O)Nc3cccc(OC)c3)c2=O)cc1	0.8
8	-2	-0.7	-2	-5	-6	21	-6	O=c1oc(-c2cc3ccccc3o2)nc2sc3c(c12)CCCC3	0.2
-9	-3	-2.4	-2	6	1	40	1	CC(C)[C@@H](NC(=O)C1CCN(C(=O)[C@@H]2CCCN2C(=O)OC(C)(C)C)CC1)C(=O)NCc1ccc(F)cc1	-1.0
21	-5	-2.0	6	3	-15	-2	-3	Cc1cccc(NC(=S)NCc2ccc3c(c2)OCO3)c1C	-4.2
2	4	2.5	-1	5	-19	9	0	CCOC(=O)c1c(C)[nH]c(C(=O)OCC(=O)N2CCc3ccccc32)c1C	1.2
x	-2	-1.2	-2	8	-10	6	-9	CCOC(=O)C(C)Sc1nc(N)c(NC(=O)c2ccc(OC)c(OC)c2)c(=O)[nH]1 (stereo not drawn)	-2.6
-1	-1	-3.0	3	3	0	6	-1	O=C1NC2(CCCCCC2)N=C1c1ccc(F)cc1	-4.1
22	-14	2.5	7	2	15	-10	-13	CCS(=O)(=O)CCSc1nc2ccccc2o1	-2.8
16	-1	-1.7	4	2	-1	8	28*	Nc1nonc1C(=O)NCCNCc1c(OCc2ccccc2F)ccc2ccccc12	-2.0
8	7	-4.2	-1	2	-18	-10	-15	COc1cc2c(=O)n(-c3ccc(C)cc3)c(=O)n(CC(=O)c3ccc4c(c3)OCO4)c2cc1OC	0.1
x	3	1.5	2	-1	-3	13	-11	COCCn1c(SCC(=O)Nc2nnc(C)s2)nnc1-c1c[nH]c2ccccc12	-2.4
-9	-1	-0.9	12	2	3	20	-14	COc1ccc(C)cc1NC(=O)C1CC(=O)N(Cc2ccco2)C1 (stereo not drawn)	-4.1
7	7	-2.4	-4	5	-8	39	12	O=C(Nc1nc(-c2ccncc2)cs1)c1ccco1	-1.6

NALP1 yeast inh	M18AAP inhibitor	VIM-2 inh	IDE inh	IDE act	p-CIP stab down	PHOSPHO1 inh	GPR7 antag	Compound	IMP-1 inhibitor
-8	2	-5.3	1	2	-12	-1	-14	CCOc1ccc(C(=O)Nc2cc(C)on2)cc1	-4.8
-10	13	-0.9	2	2	-7	27	-10	Cc1cc(C(=O)COc2cccnc2[N+](=O)[O-])c(C)n1Cc1cccs1	-2.8
-12	5	-2.3	10	2	-7	12	6	O=C(Oc1ccc2ccccc2c1)c1ccco1	-3.1
39	3	1.2	4	4	0	5	-1	Cc1cc(Br)ccc1OCC(=O)N1CCCCCC1	-0.1
40	-1	-1.3	11	2	-2	-8	-4	O=C(CN1CCCCC1)N/N=C/c1ccccc1OCc1ccccc1	-2.9
-1	11	2.1	4	-3	-10	14	2	CC1CN(C)C(C)C/C1=N\Oc1ccc([N+](=O)[O-])cc1 (stereo not drawn)	-3.6
32*	-17	0.7	-6	3	0	24	13	CC(C)c1ccc(NC(=O)C2CCN(C(=O)[C@@H]3Cc4ccccc4CN3)CC2)cc1	0.5
-6	1	-0.5	2	1	-13	38	-19	COc1ccc(C(=O)Nc2nnc(SCC(=O)NCC3CCCO3)s2)cc1OC (stereo not drawn)	-3.3
-11	0	-1.9	0	4	-10	19	-18	C=CCc1ccccc1Oc1cc(F)nc(N)n1	-1.9
21	-2	0.7	1	7	-9	30	3	O=C(O)CCN1CCc2ccccc2C1c1ccncc1 (stereo not drawn)	-1.8
-18	0	-1.7	3	-6	-11	25	-11	Cc1ccc(CNC(=S)NCc2ccncc2)cc1	-2.0
-11	-3	1.4	3	12	-7	18	8	COc1ccc(OC)c(-c2cc(C(=O)N3CCCc4ccccc43)no2)c1	1.5
-1	-4	0.0	5	-8	-2	26	-5	COC(=O)Cc1cc(=O)[nH]c(/N=C(\N)Nc2cccc(C)c2)n1	-0.7
6	-6	-2.6	-1	1	1	-3	4	CCc1cc(C)c(O)c(CC)n1	-1.6
27	4	-0.8	0	0	2	24	-15	COc1cc(C#N)c(NS(=O)(=O)c2ccc3[nH]c(=O)sc3c2)cc1OC	-3.3
0	8	-1.7	-4	7	2	44	2	CC(C)c1ccc(NC2CCCN(C(=O)c3ccoc3)C2)cc1 (stereo not drawn)	-3.6
17	3	1.5	1	-3	2	23	2	COc1ccc(CN2CCN(Cc3cc(=O)oc4cc(C)ccc34)CC2)c(OC)c1OC	-1.6
40	0	-2.1	7	-2	-2	0	-11	COC(=O)c1[nH]c2cc(C)ccc2c1NC(=O)CN1CCN(c2ccccc2OC)CC1	-2.1
-6	-11	-2.4	1	5	-10	12	-1	O=C(NC(Nc1nc2ccccc2s1)(C(F)(F)F)C(F)(F)F)c1ccccc1	-1.5
2	3	-0.9	-2	3	16	-17	-6	COc1ccccc1NS(=O)(=O)c1cc(NC(=O)CCNC(C)=O)ccc1C	-1.2

NALP1 yeast inh	M18AAP inhibitor	VIM-2 inh	IDE inh	IDE act	p-CIP stab down	PHOSPHO1 inh	GPR7 antag	Compound	IMP-1 inhibitor
16	4	-0.8	4	3	-4	33	-10	Cc1onc(-c2ccccc2)c1CNS(=O)(=O)c1cccc(Br)c1	-0.1
-22	6	-4.9	3	4	-11	-36	-3	Cc1cc(Nc2nc3ccccc3[nH]c2=O)n(-c2ccccc2)n1	-2.2
10	1	-4.4	8	6	-6	34	-2	O=C(Nc1ccccc1)C12CC3CC(C1)CC(n1cnc([N+](=O)[O-])n1)(C3)C2	-3.2
20	-7	-1.9	-1	3	-4	-16	4	NC(=O)c1ccsc1NC(=O)COC(=O)COc1ccccc1F	-2.3
24	-7	-0.3	-1	5	0	18	-5	CC(C)C(=O)c1cn(CC(=O)N2CCCc3ccccc32)c2ccccc12	-3.0
24	-3	-1.6	-4	-6	-9	3	-5	Cc1ccc(P(=O)(CSC(=N)N)c2ccc(C)cc2)cc1	-1.2
-28	49*	2.3	2	-3	-14	13	6	CCN(CC)c1ccc(C2C3CCCCC3(O)CCN2CC(=O)N2CCCCC2)cc1 (stereo not drawn)	0.4
30	6	0.2	2	-1	-7	9	-6	CCOC(=O)C1=C(O)/C(=C/c2ccc(OCC(=O)O)c(OCC)c2)SC1=Nc1ccc(OC)cc1	-1.9
14	-9	-1.4	1	0	-1	6	-18	CCOc1ncccc1-c1nc(-c2cccs2)no1	-2.7
7	3	-5.1	2	2	8	-10	2	CC(=O)Nc1ccc(NC(=O)CN(C)S(=O)(=O)c2ccc3c(c2)CCC(=O)N3)cc1	-0.7
8	2	-1.2	0	x	-3	11	-10	CCc1nnc(NC(=O)CSc2nnc(-c3cccnc3)n2C)s1	-1.1
-31	-7	1.5	-6	3	13	-2	5	CCOc1ccccc1OCCCC(=O)N1CCN(S(=O)(=O)c2ccc(C)cc2)CC1	-1.6
2	28*	-2.0	3	5	-7	17	-2	CCn1c(=O)n(CC)c2cc(N3CCCC3)c(NC(=O)c3ccc(C)cc3)cc21	-1.7
8	-5	-0.1	-5	-9	5	-4	-2	Cc1ccc(NC(=O)CS(=O)CC(=O)NC(C)CCc2ccco2)cc1Cl (stereo not drawn)	-1.4
10	-1	-0.6	2	4	-4	30	-3	CCOc1ccc(OCCCCn2cnc3ccccc3c2=O)cc1	0.3
-45	21	-2.1	6	0	5	-26	1	O=CN1CCc2scc[n+]2-c2ccccc21	-2.4
14	-5	-0.8	-4	5	5	28	-4	COc1ccccc1CCC(=O)N(Cc1ccccc1)c1c(N)n(Cc2ccccc2)c(=O)[nH]c1=O	-0.4
x	1	0.7	20*	-43	-5	19	0	CC(=Nc1ccccc1)c1sc2ccccc2c1O	0.5
19	-1	-3.6	-4	-3	13	3	1	CCS(=O)(=O)Nc1cccc(C2=NN(S(=O)(=O)CC)C(c3ccccc3)C2)c1 (stereo not drawn)	-2.5
-1	-8	0.1	-1	-6	-13	3	-8	CCn1c(SCC(=O)Nc2nonc2C)nnc1-c1ccoc1C	1.2
35	0	-5.7	6	-2	-6	-7	-1	CCOc1ccccc1OCCCC(=O)OCC(=O)Nc1cccc(Cl)c1	-2.7
2	-5	-2.8	1	-1	5	-36	-10	O=C(O)c1ccccc1C(=O)Nc1nc(-c2ccccc2)cs1	-4.6
8	1	-2.1	-12	3	-7	15	5	O=C(NC1CCCC1)c1ccc(CS(=O)Cc2ccc(Cl)cc2)o1 (stereo not drawn)	-1.6
